High-throughput results deposited in PubChem BioAssay by NCI.
NCI-60 one-dose screen, 48 h, at 10 µM unless noted. Numbers give growth in % (100 = growth as untreated, 0 = no growth, -100 = all killed).
MALME-3M: MALME-3M melanoma; 78,000 tested, 5.8% active; AID 1794766
A549/ATCC: A549/ATCC NSCLC. 81,000 tested, 3.7% active. AID 1794740
UACC-62: UACC-62 melanoma. AID 1794756. 81,000 tested, 5.4% active
UACC-257: UACC-257 melanoma; 78,000 tested, 4.4% active
M14: M14 melanoma | 80,000 tested, 6.2% active
SK-MEL-5: SK-MEL-5 melanoma; AID 1794755; 80,000 tested, 6.4% active
SK-MEL-2: SK-MEL-2 melanoma. 77,000 tested, 4.7% active. AID 1794763
EKVX: EKVX NSCLC | 71,000 tested, 3% active | AID 1794765
Active calls of the source: *; . = no result given. Rule for the calls: active = growth percent below 10; inactive = the rest.

item	Structure	MALME-3M	SK-MEL-5	SK-MEL-2	UACC-62
1	CSc1nc(N)c2c(n1)NC(c1ccc3c(c1)OCO3)CC(c1ccc(Cl)cc1)=N2 (stereo unspecified)	109.7	79.5	95.6	91.9
2	COc1ccc2nc(NC(=O)c3ccc(N(C)C)cc3)sc2c1	72.7	55.7	88.8	69.9
3	CC/C(=C(/c1ccc(O)cc1)c1ccc(OCCN2CCOCC2)cc1)c1ccc(Cl)cc1	100.9	99.3	94.2	90.5
4	Cc1cc(C)cc(OC(=O)c2ccccc2)c1	118.4	.	133.3	96.2
5	N#CC1C=Cc2c(ccc3ccccc23)N1C(=O)c1ccccc1 (stereo unspecified)	.	12.7	40.7	37.7
6	O=C(Nc1ccc(N=Cc2ccccc2O)cc1)NC1C=c2ccccc2=CC1 (stereo unspecified)	99.1	98.7	102.1	92.7
7	O/N=C1\c2ccccc2-c2ccc(O)cc21	100.4	97.9	100.2	93.7
8	Cc1[nH]c(-c2nc3ccccc3[nH]2)c(C)c1C(=O)N1CCCC1	92.9	99.9	97.6	92.3
9	COc1c2occc2c(OC)c2c(=O)c(C3=NNC(c4ccc(F)cc4)C3)c(C)oc12 (stereo unspecified)	97.6	96.8	96.8	.
10	O=C1C(=O)N(CN2CCN(c3cc(=O)n(-c4ccccc4)c4ccccc34)CC2)c2ccccc21	110.6	96.0	110.1	92.8
11	Cc1cc(C)n(-c2ccc([N+](=O)[O-])cc2[N+](=O)[O-])n1	92.9	.	.	94.4

item	M14	UACC-257	EKVX	A549/ATCC
1	87.3	110.4	67.7	77.9
2	87.4	80.6	63.4	54.9
3	96.1	100.9	99.7	98.0
4	103.7	102.8	101.8	103.0
5	7.8*	70.3	17.3	26.9
6	110.2	91.6	105.9	87.9
7	114.0	85.7	86.8	85.6
8	96.9	101.8	93.6	96.4
9	94.9	.	99.8	101.8
10	119.1	111.8	55.4	93.9
11	100.6	90.3	.	86.0

3 entries from above, tab-delimited:
item	compound	MALME-3M	SK-MEL-5	SK-MEL-2	UACC-62	M14	UACC-257	EKVX	A549/ATCC
6	O=C(Nc1ccc(N=Cc2ccccc2O)cc1)NC1C=c2ccccc2=CC1 (stereo unspecified)	99.1	98.7	102.1	92.7	110.2	91.6	105.9	87.9
7	O/N=C1\c2ccccc2-c2ccc(O)cc21	100.4	97.9	100.2	93.7	114.0	85.7	86.8	85.6
8	Cc1[nH]c(-c2nc3ccccc3[nH]2)c(C)c1C(=O)N1CCCC1	92.9	99.9	97.6	92.3	96.9	101.8	93.6	96.4

Profiles, quoted from the list. Order of screens: MALME-3M	SK-MEL-5	SK-MEL-2	UACC-62	M14	UACC-257	EKVX	A549/ATCC
CSc1nc(N)c2c(n1)NC(c1ccc3c(c1)OCO3)CC(c1ccc(Cl)cc1)=N2 (stereo unspecified) is listed with 109.7	79.5	95.6	91.9	87.3	110.4	67.7	77.9
N#CC1C=Cc2c(ccc3ccccc23)N1C(=O)c1ccccc1 (stereo unspecified) is listed with .	12.7	40.7	37.7	7.8*	70.3	17.3	26.9

Random draw from the library; any-hit rate near 9.8%.
